aGlu spleen mod – qHTS Assay for Inhibitors and Activators of Human alpha-Glucosidase From Spleen Homogenate; Potency, µM (highest dose often 79.9 µM), inactives show top-dose activity change, negative = inhibition, hits mostly inhibitors; AID 2112, 2009; Lysosomal alpha-glucosidase (Homo sapiens), P10253; 0.006% of 240,000 active; human spleen homogenate, 4-MU-alpha-glucoside fluorescence;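 note: 0% = enzyme with vehicle and -100% = no enzyme basal signal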
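Compounds were titrated against alpha-glucosidase in spleen homogenate at pH 5.0, with 1 mM 4-methylumbelliferyl substrate for 40 min at 37 C. Reactions were quenched with pH 10 NaOH/glycine and fluorescence measured.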
Tau ThT inhib – qHTS for Inhibitors of Tau Fibril Formation, Thioflavin T Binding | recombinant tau K18 P301L, heparin-induced fibrillization, ThT fluorescence | Potency, µM (doses to about 57.4 µM), without a hit: at the highest dose activity, negative = inhibition, usual class: inhibitors | 2.1% of 270,000 active; note: % is set by controls: 0 for no effect and ±100 for the full control effect; nearly all actives have a fitted effect of over 55% in size
Target sequence (P10636 561-689 P618L limits assumed): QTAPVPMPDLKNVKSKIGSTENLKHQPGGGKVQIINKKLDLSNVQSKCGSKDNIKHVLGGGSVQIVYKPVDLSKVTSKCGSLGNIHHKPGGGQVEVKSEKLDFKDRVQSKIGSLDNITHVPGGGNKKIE
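K18 P301L tau (15 uM + 0.24 uM Alexa 594-tagged), heparin 20 uM, NaOAc pH 7, 6 h 37 C; ThT 30 uM, 1 h RT, ex 450/em 510 nm.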
Tau fibril FP – qHTS for Inhibitors of Tau Fibril Formation, Fluorescence Polarization; Potency, µM (series often up to 57.7 µM), for inactives: at the highest dose activity, negative = inhibition, usual class: inhibitors; Microtubule-associated protein tau (Homo sapiens), P10636; K18 P301L tau heparin fibrillization, Alexa594 FP, 6 h; AID 1468, 2008; 0.39% of 280,000 active; note: % is set by controls: 0 for no effect and ±100 for the full control effect; nearly all actives have a fitted effect of over 55% in size
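K18 P301L tau (15 uM unlabeled/0.24 uM Alexa 594-labeled, final) + compound + heparin 20 uM final; 100 mM NaOAc pH 7; 6 hr 37 C; ThT 30 uM final added, 1 hr RT; FP ex 555/em 632 nm.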
Tau fluor cs – Counterscreen qHTS for Inhibitors of Tau Fibril Formation, Fluorescence Polarization; 0.93% of 280,000 active; AID 1463, 2008; Potency, µM (top dose mostly 57.7 µM), without a hit: at the top dose activity change, negative = decrease; tau K18 P301L Alexa594 fluorescence, heparin fibrillization; note: % is set by controls: 0 for no effect and ±100 for the full control effect; nearly all actives have a fitted effect of over 55% in size
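Human tau K18 P301L (15 uM unlabeled, 0.24 uM Alexa 594-labeled) in 100 mM sodium acetate pH 7 with 20 uM heparin, 6 hr at 37 C. ThT 30 uM added, 1 hr ambient; Alexa 594 FP and total fluorescence read at 555/632 nm.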
HTT cytoprotect – qHTS Multiplex Assay to Identify Dual Action Probes in a Cell Model of Huntington: Cytoprotection (ATP) | AID 1471, 2008 | Potency, µM (titrated, usually from 56.4 µM), inactives show cytoprotection (ATP increase), actives largely listed as activators | PC12 HTT-Q103 induced, cytoprotection, ATP luminescence, 40 h | 0.14% of 230,000 active;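 note: % of control where 0% means no effect; nearly all actives have a fitted effect of over 45% in size; toxic huntingtin expression switched on by the ecdysone agonist tebufenozide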
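Compounds were screened for protection of PC12 cells against cell death after tebufenozide induction (100 nM final) of mutant Huntingtin exon 1 (Q103) fused to GFP.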
GAA inhib – qHTS Assay for Inhibitors of Human alpha-Glucosidase as a Potential Chaperone Treatment of Pompe Disease. Lysosomal alpha-glucosidase (Homo sapiens), P10253. purified human GAA, 4-MU-alpha-glucoside fluorescence. Potency, µM (doses to about 76.9 µM), for the others: at the highest dose activity change, negative = inhibition, actives largely listed as inhibitors. 0.005% of 200,000 active. AID 1466, 2008;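 note: plate controls were uninhibited enzyme wells for no effect and no-enzyme background for full effect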
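Human alpha-glucosidase, 4 nM, pre-mixed with test compounds before 400 uM 4-methylumbelliferyl substrate; 20 min room temperature at pH 5.0. Fluorescence read after pH 10 stop; AC50 values from Hill-equation fits.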
GAA glycogen mod – qHTS Assay for Inhibitors and Activators of Human alpha-Glucosidase Cleavage of Glycogen; Lysosomal alpha-glucosidase (Homo sapiens), P10253; recombinant GAA, glycogen substrate, Amplex Red glucose oxidase fluorescence; Potency, µM (series often up to 76.4 µM), for the others: at the top dose activity change, negative = inhibition, hits mostly inhibitors; 0.38% of 300,000 active;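 note: 0% = full enzyme reaction and -100% = no-enzyme basal signal; the screen sought inhibitors and activators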
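Recombinant human enzyme (4 nM); glycogen substrate; 37 C, 40 min, pH 5.0. Readout: coupled glucose oxidase/Amplex Red fluorescence.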
aGal spleen mod – qHTS Assay for Inhibitors and Activators of Human alpha-Galactosidase From Spleen Homogenate | Potency, µM (titrated, usually from 80 µM), for inactives: at the highest dose activity change, negative = inhibition, usual class: inhibitors | human spleen homogenate, 4MU-alpha-Gal fluorescence, 40 min | Alpha-galactosidase A (Homo sapiens), P06280 | 0.008% of 240,000 active;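 note: 0% = enzyme with vehicle and -100% = no enzyme basal signal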
Target sequence (P06280 32-429 limits assumed): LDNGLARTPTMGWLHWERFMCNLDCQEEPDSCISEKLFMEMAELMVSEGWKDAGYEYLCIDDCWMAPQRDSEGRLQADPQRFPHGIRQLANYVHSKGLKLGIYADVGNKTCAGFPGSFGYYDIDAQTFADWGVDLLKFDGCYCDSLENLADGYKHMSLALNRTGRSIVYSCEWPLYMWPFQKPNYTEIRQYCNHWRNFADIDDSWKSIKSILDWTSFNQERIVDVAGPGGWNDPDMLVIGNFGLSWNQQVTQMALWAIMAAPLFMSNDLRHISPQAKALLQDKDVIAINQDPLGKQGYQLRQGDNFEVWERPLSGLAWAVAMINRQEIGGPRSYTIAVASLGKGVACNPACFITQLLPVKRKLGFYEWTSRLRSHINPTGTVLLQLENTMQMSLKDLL
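Fluorogenic readout (Ex 365/Em 440 nm) of 4-methylumbelliferone released from 1 mM 4-MU-alpha-galactoside by spleen homogenate, 40 min at 37C, pH 5.0. Data normalized to no-enzyme and enzyme controls; Hill-equation AC50 from compound titrations.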
The depositor's hits bear a star; ? = inconclusive; / = not tested or not shown; & = joins results of further samples; [ ] = remark or other dose. Calls come from the whole dose curve; as a rule, active = well fitted curve in the direction sought with a large enough effect; inconclusive = small, poorly fitted or top-dose-only effect, or another doubt; inactive = no such curve, though single readings can be large; an effect the other way counts as inactive or inconclusive. Potency is the fitted concentration of half-maximal effect.

Results follow in this order: aGlu spleen mod, Tau ThT inhib, Tau fibril FP, Tau fluor cs, HTT cytoprotect, GAA inhib, GAA glycogen mod, aGal spleen mod
CC1CN(S(=O)(=O)c2cccc(C(=O)NN3CCN(C)CC3)c2)CC(C)O1 (stereo unspecified)
    -12.3%, -8.9%, -3.5%, -2.5%, 12.4%[10 µM], 0.9%, 14.8%, -12.3%
O=C(c1ccc(O)cc1)c1ccc(C(=O)c2ccc(O)cc2)cc1
    -5.7%&-0.4%, -2.5%&-21.2%, ?, -15.1%&-27.5%, 24.5%[10 µM], -5.2%&-0.4%, 8.7%&2.7%, -5.0%&-2.1%
O=C(c1ccc(C(=O)N2CCCc3ccccc32)s1)N1CCCc2ccccc21
    -11.3%, ?, 2.4%, -3.1%, 16.7%, 2.7%, -11.0%, -14.7%
COC(=O)c1ccccc1NC(=O)CN1CCC(C)CC1
    1.1%, -0.4%, -6.7%, -6.9%, -27.9%, -4.2%, -14.0%, 1.3%
NC1=NC(=O)/C(=C/c2cn(Cc3ccccc3)c3ccccc23)S1
    -6.9%, 1.6%, 3.6%, 2.4%, -10.1%[10 µM], 0.9%, 0.2%, -5.7%
Cc1cccn2cc(CNC(=O)c3ccc(Br)o3)nc12
    6.1%, -11.8%, -1.6%, -5.1%, 1.5%[10 µM], /, 7.6%, 2.4%
CCC(=O)NC1(C(F)(F)F)C(=O)Nc2c1c(=O)[nH]c(=O)n2Cc1ccco1 (stereo unspecified)
    2.7%, -3.1%, -9.2%, -6.5%, -6.7%, 5.6%[15.4 µM], 6.3%, 1.4%
CCN1CCN(C(=O)c2cc3cc4cc(OC)ccc4nc3s2)CC1
    -5.3%, 1.6%, -6.3%, -2.9%, -2.0%, -2.5%, -5.0%, 5.8%
Cc1nn(Cc2ccc([N+](=O)[O-])cc2)c(=O)n1-c1ccc(F)cc1
    0.7%, -11.9%, 2.8%, -8.7%, -10.4%[10 µM], -17.3%, -5.0%, -1.8%
O=C(Nc1ccc(F)cc1)c1csc(Cc2ccccc2)n1
    /, -6.4%, 8.3%, -8.1%, -37.9%[inhibitor], ?, -2.5%, 3.5%
Cc1ccc(C)c(NC(=O)c2nc(S(=O)(=O)Cc3ccc(F)cc3)ncc2Cl)c1
    /, -11.6%, 13.8%, 4.7%, /, /, 5.6%[76.3 µM], /
COc1ccc(C(=O)COC(=O)CN2C(=O)C3C4C=CC(C4)C3C2=O)cc1 (stereo unspecified)
    -10.5%, 1.5%, 1.4%, -3.2%, 8.3%, -0.3%, 0.4%, -5.6%
COc1ccc(OC)c(NC(=O)CNC(=O)c2ccc([N+](=O)[O-])cc2)c1
    5.3%, -10.2%, 2.9%, -13.5%, -26.1%, 7.3%, -6.9%, 9.2%
O=C(/C=C/c1cc([N+](=O)[O-])ccc1OC(F)F)Nc1cccc(OC(F)F)c1
    7.1%, -6.5%, -11.1%, -21.8%, 18.8%[10 µM], -0.6%, 7.2%, 0.3%
CCOC(=O)N1CCC(N2C(=O)c3ccccc3C2Nc2ccc(S(=O)(=O)N3CCCCC3)cc2)CC1 (stereo unspecified)
    -14.1%, -12.7%, -0.1%, -8.0%, -37.4%[inhibitor], ?, -6.6%, 17.3%
CCc1ccc(NC(=O)Cn2c(=O)c3cc(Cl)ccc3n3nncc23)cc1
    /, 6.8%, -6.6%, -12.7%, /, /, -6.9%[76.3 µM], /
Cc1ccc(-c2noc(-c3ccc(N4CCOCC4)c([N+](=O)[O-])c3)n2)cc1
    /, 5.6%, 9.1%, 10.9%, /, /, 17.4%[76.3 µM], /
Cn1cnnc1Sc1ccc(C(=O)OCC(=O)NCC(F)(F)F)cc1[N+](=O)[O-]
    1.7%, 3.1%, -2.0%, 5.9%, 10.8%[10 µM], -6.9%[15.4 µM], 10.5%, 0.3%
CCCOc1ccc(-c2nn(-c3ccccc3)cc2C2NC(=O)NC(C)=C2C(=O)OC(C)C)cc1 (stereo unspecified)
    /, -14.2%, 0.4%, -18.2%, /, /, -4.5%[76.3 µM], /
CCOc1ccc(CNC(=O)CCCn2nc(C)c3c(C)n(-c4ccc(C)cc4)nc3c2=O)cc1
    /, 7.4%, 7.4%, 5.5%, /, /, 0.8%[76.3 µM], /
C=CCn1c(SCC(=O)Nc2nnc(C)s2)nnc1-c1cccnc1
    -12.5%, -6.5%, 2.5%, -8.3%, -32.6%[inhibitor], -2.5%, -2.1%, -3.7%
O=C(CNC(=O)c1ccc(S(=O)(=O)N2CCCC2)cc1)N/N=C/c1c(Cl)cccc1Cl
    -3.3%, 1.3%, -0.2%, -29.8%, -14.0%[10 µM], ?, 7.7%, 1.5%
CCOCCCNC(=O)C1CCN(S(=O)(=O)c2ccc(C)cc2)CC1
    -3.3%, 1.4%, 5.9%, 5.9%, 11.8%[10 µM], ?, 2.9%, 0.3%
CCOc1ccc(CCNC(=O)CCS(=O)(=O)c2ccc(OC)cc2)cc1OCC
    -4.3%, -11.2%, -1.9%, -10.7%, -9.6%, 7.6%, 3.7%, 2.2%
N#Cc1cnc2sc3ccccc3n2c1=N
    -24.0%, -20.7%, 0.3%, -12.9%, 2.5%, -7.3%, 5.0%, -21.1%
O=C(COc1ccccc1)Nc1ncc2c(n1)CCCC2=O
    -4.8%, 1.6%, -3.6%, 3.7%, -20.2%, 0.0%, -16.3%, -4.0%
Cn1c(=O)[nH]c(=O)c2c1nc(N/N=C/C(Br)=C/c1ccccc1)n2CCO
    -19.0%, /, -11.9%, ?, 8.9%[10 µM], /, ?, -0.9%
O=C(CNC(=O)c1cccs1)NCC(=O)OCc1ccc(Cl)cc1
    1.1%, -1.2%, -8.7%, -1.5%, 13.2%, 9.1%, 2.7%, -12.5%
O=C(CC1C(=O)NCCN1C/C=C/c1ccccc1)NCCc1ccncc1 (stereo unspecified)
    4.6%, -3.0%, 2.7%, 6.0%, -66.4%[inhibitor], 4.5%, 3.9%, -0.7%
CCN(CC)CCNC(=O)c1ccc(NC2=NC3CS(=O)(=O)CC3S2)cc1 (stereo unspecified)
    -6.3%, -6.1%, -2.2%, -7.9%, -17.7%, ?, -7.1%, 5.0%

In another format: entries from further up.
structure,aGlu spleen mod,Tau ThT inhib,Tau fibril FP,Tau fluor cs,HTT cytoprotect,GAA inhib,GAA glycogen mod,aGal spleen mod
N#Cc1cnc2sc3ccccc3n2c1=N,-24.0%,-20.7%,0.3%,-12.9%,2.5%,-7.3%,5.0%,-21.1%
O=C(COc1ccccc1)Nc1ncc2c(n1)CCCC2=O,-4.8%,1.6%,-3.6%,3.7%,-20.2%,0.0%,-16.3%,-4.0%
Cn1c(=O)[nH]c(=O)c2c1nc(N/N=C/C(Br)=C/c1ccccc1)n2CCO,-19.0%,/,-11.9%,?,8.9%[10 µM],/,?,-0.9%
O=C(CNC(=O)c1cccs1)NCC(=O)OCc1ccc(Cl)cc1,1.1%,-1.2%,-8.7%,-1.5%,13.2%,9.1%,2.7%,-12.5%
O=C(CC1C(=O)NCCN1C/C=C/c1ccccc1)NCCc1ccncc1 (stereo unspecified),4.6%,-3.0%,2.7%,6.0%,-66.4%[inhibitor],4.5%,3.9%,-0.7%

Other structures follow:
Results follow in this order: aGlu spleen mod, Tau ThT inhib, Tau fibril FP, Tau fluor cs, HTT cytoprotect, GAA inhib, GAA glycogen mod, aGal spleen mod
CCOC(=O)CSc1nc(=O)n2ccc(C)cc2n1
    0.4%, -4.6%, -5.8%, 0.7%, 25.7%, -5.3%, 4.9%, -4.7%
Cc1cccc(NC(=O)c2ccc(-n3ccnc3)nc2)c1
    -1.4%, -9.9%, -2.0%, -8.6%, -3.4%[10 µM], ?, -3.8%, 2.6%
COc1ccc(N2CCN(C(=O)CN(C)S(=O)(=O)c3ccc4c(c3)c(=O)n(C)c(=O)n4C)CC2)cc1
    4.3%, -7.6%, -4.0%, -8.4%, -14.3%, 3.4%, -2.2%, -8.5%
Cc1ccc(C)c(OCc2ccc(C(=O)NN)o2)c1
    3.0%, -17.8%, -13.5%, -4.8%, 7.2%[10 µM], -8.0%, -17.8%, -11.9%
Cc1csc(SCC(=O)N(C)c2c(N)n(Cc3ccccc3)c(=O)[nH]c2=O)n1
    6.2%, 5.7%, 4.0%, 4.6%, -1.1%, 4.6%, 7.0%, -2.3%
O=c1c2cccnc2[nH]c(=S)n1CCCN1CCN(c2ccccc2F)CC1
    -2.9%, -7.8%, -5.2%, -5.3%, -71.9%[inhibitor], -3.3%, -2.1%, 7.8%
COC(=O)c1c(NC(=O)CC2Nc3ccccc3NC2=O)sc(C)c1C (stereo unspecified)
    -1.1%, ?, 8.6%, -25.1%, -25.2%, 0.1%, 6.9%, -0.5%
CC1(C)Cc2c(sc(NC(=O)c3ccco3)c2C#N)CO1
    -14.5%, -3.9%, 0.2%, 0.3%, -95.2%[inhibitor], -5.1%, 0.3%, -0.6%
C/C(=N\NC(N)=O)c1c(F)cccc1F
    2.8%, -3.4%, 0.7%, -8.7%, -7.7%[10 µM], 3.5%, -2.1%, 3.3%
C/C(=N\Nc1nc(C)cc(C)n1)c1ccc(N2CCOCC2)cc1
    5.9%, ?, 4.9%, -1.9%, 3.4%[10 µM], 0.3%, -10.8%, 1.1%
CCc1ccc(-n2c(CCC(=O)O)ccc2-c2cccs2)cc1
    /, ?, -8.5%, -17.6%, /, /, -1.0%[76.3 µM], /
